mIDH1 inhibitor = blocks human mutant IDH1 R132H enzyme | IDH1-R132H enzyme, NADPH consumption, diaphorase/resazurin fluorescence | Potency, µM (doses to about 76.6 µM), inactives show top-dose activity change, negative = inhibition, most hits filed as inhibitors | AID 602179 | O75874 | actives 0.093% (n = 390,000); also: potency is read from the fitted curve at half-maximal effect; % is scaled to controls: 0 for no effect and ±100 for the full control effect; nearly all actives have a fitted effect of over 65% in size
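IDH1-R132H (0.5 ug/mL) preincubated 30 min with compound, then NADPH (0.016 mM) and alpha-KG (2 mM) added; 80 min at RT, pH 7.5. Remaining NADPH coupled via diaphorase/resazurin to fluorescence (540/590 nm); concentration-response curves normalized to no-enzyme control.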
Vif-A3G inh = blocks the Vif interaction with human APOBEC3G. Q9HC16. Potency, µM (doses to about 46.1 µM), for inactives: at the highest dose activity, negative = active, most hits filed as inhibitors. HeLa A3G-eYFP + Vif (tagged APOBEC3G with the HIV-1 protein that degrades it), YFP fluorescence, overnight. AID 602310. actives 0.076% (n = 410,000);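 also: potency is read from the fitted curve at half-maximal effect; % is scaled to controls: 0 for no effect and ±100 for the full control effect; nearly all actives have a fitted effect of over 60% in size; hits raise eYFP signal because A3G escapes Vif-driven loss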
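Read-out is eYFP fluorescence (Ex 488/Em 500-530) from Vif-expressing HeLa A3G-eYFP cells; more signal means A3G escaped Vif-mediated degradation. Cells plated overnight, compound pinned in, incubated overnight at 37 deg C.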
Vif-A3F inh = blocks the Vif interaction with APOBEC3F; AID 602313; HeLa A3F-eYFP + Vif (tagged APOBEC3F with the HIV-1 protein that degrades it), YFP fluorescence increase; actives 0.2% (n = 390,000); Potency, µM (titrated, usually from 46.1 µM), for inactives: at the top dose activity, negative = active; also: potency is read from the fitted curve at half-maximal effect; % of control where 0% means no effect; nearly all actives have a fitted effect of over 65% in size
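HeLa cells stably expressing A3F-eYFP plus Vif, plated and incubated overnight at 37 deg C, then exposed to compounds overnight at 37 deg C. Blocked degradation read as raised yellow fluorescence (Ex 488/Em 500-530).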
RXFP1 agonist = RXFP1 (human) receptor agonism. AID 2676. HEK293T-RXFP1 cAMP TR-FRET, 30 min; response scale: percent of porcine relaxin response, buffer zero. actives 0.3% (n = 370,000). Potency, µM (doses to about 57.5 µM), for the others: at the top dose activation, hits mostly activators; also: potency is read from the fitted curve at half-maximal effect; % is scaled to controls: 0 for no effect and ±100 for the full control effect; nearly all actives have a fitted effect of over 60% in size; many of its hits are not listed in these tables
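Agonist response is measured as cAMP accumulation in an RXFP1-transfected HEK293T line under PDE4 inhibition. Values are scaled between buffer-only and 29 nM porcine relaxin, and EC50s come from standard Hill equation fits.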
TrxR1 substrate = rat thioredoxin reductase 1 substrate activity; O89049; purified TrxR1 substrate turnover, NADPH consumption readout; Potency, µM (titrated, usually from 114 µM), for inactives: at the top dose activity change, negative = substrate turnover; actives 0.01% (n = 390,000); AID 588456; also: potency is read from the fitted curve at half-maximal effect; % is scaled to controls: 0 for no effect and ±100 for the full control effect; nearly all actives have a fitted effect of over 50% in size
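Rat TrxR1, dispensed at 90 nM, was prereduced with 400 uM NADPH (final) for 5 min at ~22 deg C, then incubated with compound 15 min before 400 uM selenite. A first-read NADPH fluorescence drop versus no-compound background flagged substrates.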
PI4K2A inh = blocks human PI4K2A kinase activity; purified PI4K2A, ADP-Glo luminescence, 1 h; stronger effect = lower value; activity change, negative = inhibition, % at 76.9 µM; actives 0.13% (n = 420,000); in the data active = activity change below about -50%; inconclusive = mostly about -30% to -49%;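 also: -100% = wells without enzyme as full effect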
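Compounds are screened against recombinant PI4K2A using PI as substrate and ATP, the latter dispensed at 300 microM. Reactions run one hour at ambient temperature before ADP-Glo detection; full inhibition defined by wells lacking enzyme.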
GRP78 ERSR act = induces the endoplasmic reticulum stress response in human glioma cells | U87-MG GRP78 promoter luciferase reporter, 16 h | actives 0.02% (n = 420,000) | Potency, µM, inactives show top-dose activation, usual class: activators; also: potency is read from the fitted curve at half-maximal effect; series mostly up to about 76 µM; % of control where 0% means no effect; nearly all actives have a fitted effect of over 35% in size
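ERSR induction read as luciferase luminescence (Bright-Glo, 10 min at room temperature) in stably transfected human U87-MG glioma cells exposed to compounds for 16 h, using GRP78 as sensor.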
LDHA inh = blocks human lactate dehydrogenase A. purified LDHA, NADH/diaphorase-resazurin fluorescence; stronger effect = lower value. actives 0.15% (n = 480,000). activity change, % (values are at about 110 or 230 µM). P00338; in the data active = activity change below about -30%; inconclusive = mostly about -25% to -30%;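 also: plate controls were DMSO wells for no effect and wells without enzyme for full effect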
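Remaining NADH was detected by diaphorase (0.133 mg/mL) converting 37 µM resazurin to fluorescent resorufin, read at 0 and 20 minutes. The preceding 5-minute room-temperature reaction used 2 nM LDHA, 0.2 mM sodium pyruvate and 0.06 mM NADH at pH 7.4.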
USP1 inh = blocks the human USP1/UAF1 deubiquitinase complex; recombinant USP1/UAF1, Ub-Rhodamine cleavage fluorescence; Potency, µM (series often up to 57.1 µM), without a hit: top-dose activity change, negative = inhibition, usual class: inhibitors; AID 743255; O94782; actives 0.23% (n = 390,000); also: potency is read from the fitted curve at half-maximal effect; % is scaled to controls: 0 for no effect and ±100 for the full control effect; nearly all actives have a fitted effect of over 60% in size; inactives centre near -12
Target sequence (O94782 whole entry, looked up): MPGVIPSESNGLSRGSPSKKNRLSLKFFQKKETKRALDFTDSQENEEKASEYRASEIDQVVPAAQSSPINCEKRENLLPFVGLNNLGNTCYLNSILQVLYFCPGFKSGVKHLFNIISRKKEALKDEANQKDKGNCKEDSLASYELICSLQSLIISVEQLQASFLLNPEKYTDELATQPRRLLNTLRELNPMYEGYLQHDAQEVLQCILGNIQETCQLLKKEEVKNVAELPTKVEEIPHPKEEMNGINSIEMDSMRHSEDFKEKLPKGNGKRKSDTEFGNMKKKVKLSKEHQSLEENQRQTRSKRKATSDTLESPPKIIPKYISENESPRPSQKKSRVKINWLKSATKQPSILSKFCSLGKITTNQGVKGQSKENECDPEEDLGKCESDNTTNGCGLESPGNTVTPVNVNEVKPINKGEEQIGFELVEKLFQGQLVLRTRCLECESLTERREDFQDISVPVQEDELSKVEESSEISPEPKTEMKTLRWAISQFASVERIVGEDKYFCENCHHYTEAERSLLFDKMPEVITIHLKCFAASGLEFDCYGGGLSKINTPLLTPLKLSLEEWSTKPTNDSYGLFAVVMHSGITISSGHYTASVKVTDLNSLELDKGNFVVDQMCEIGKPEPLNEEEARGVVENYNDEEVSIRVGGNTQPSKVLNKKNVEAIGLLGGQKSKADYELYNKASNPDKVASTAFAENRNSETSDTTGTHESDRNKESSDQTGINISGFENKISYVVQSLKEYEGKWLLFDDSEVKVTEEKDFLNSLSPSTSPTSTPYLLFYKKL
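USP1/UAF1 complex at 1 nM was preincubated with compound for 15 min at room temperature, then Ub-Rho substrate (150nM final) was added. Fluorescence (480/540 nm) was read kinetically, 6 reads every 60 seconds.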
Starred values were filed as active, the others as inactive; u = inconclusive; x = not tested or not shown; & = joins results of further samples; [ ] = dose if it differs, or a comment. Unless noted, calls follow the shape of the dose curve; as a rule, active = well fitted curve in the direction sought with a large enough effect; inconclusive = small, poorly fitted or top-dose-only effect, or another doubt; inactive = no such curve, though single readings can be large; an effect the other way counts as inactive or inconclusive. This is a subset (hit frequency here may not be typical).

SMILES	mIDH1 inhibitor	Vif-A3G inh	Vif-A3F inh	RXFP1 agonist	TrxR1 substrate	PI4K2A inh	GRP78 ERSR act	LDHA inh	USP1 inh
CCOC(=O)COc1ccc(S(=O)(=O)N2CCN(c3ccc(OC)cc3)CC2)cc1	6%	1%	-1%	-1.2%	-1%[57.1 µM]	2	16%	0	-7%
Cc1cn(S(=O)(=O)c2ccc(Cl)cc2)c(C)n1	-7%	1%	13%	-0.2%	6%[57.1 µM]	-5	-4%	-4	-21%
COCCCN1CC(=O)N2C(c3ccc(OC)c(OC)c3)c3[nH]c4ccccc4c3C[C@H]2C1=O (stereo partly drawn)	9%	-1%	-2%	0.4%	4%[57.1 µM]	0	-6%	-1	-5%
CC(C)(C)N(Cc1ccccc1)C(=O)COC(=O)CNC(=O)c1ccco1	-1%	1%	-12%	0.5%	-13%	0	-3%	-3	-10%
O=C(Cn1ncc2c(=O)oc3ccccc3c21)NCCCN1CCCC1=O	8%	2%	-10%	1.8%	-7%[57.1 µM]	-1	-4%	-4	-14%
COc1ccc(/C=N/N2CCN(c3ccc(Cl)cc3)CC2)cc1O	6%	0%	4%	-2.0%	-6%[57.1 µM]	-2	0%	2	-32%
CCCCNS(=O)(=O)CCNCCc1ccccc1	7%	0%	4%	x	9%	5	0%	-3	-17%
CC(=O)Nc1cccc(Nc2nc3ccccc3n3c(C)nnc23)c1	3%	-16%	-25%	-0.3%	-4%	-2	16%	4	-13%
CC(=O)N1N=C(c2ccco2)CC1c1cc2ccc(C)cc2nc1Cl (stereo not drawn)	-13%	-30%	-24%	0.7%	2%	0	14%	-14	-29%
CSc1ccc(/C=C(\C#N)C(=O)Nc2cccc(C)c2)cc1	7%	-6%	4%	-0.3%	-2%	2	-1%	-4	-24%
COC1CC(NC(C)=O)C(OC(=O)c2ccccc2)C(CBr)O1 (stereo not drawn)	10%	5%	-13%	x	x	-7	-4%	0	-22%
CCOP(C)(=O)C1(C(=O)OCc2ccccc2)CC1 (stereo not drawn)	6%	1%	-5%	-0.4%	6%[57.1 µM]	-7	5%	-3	5%
Cc1cccc(NC(=O)c2ccc(COc3cccc4ccccc34)o2)n1	7%	-5%	-1%	3.0%	-1%[57.1 µM]	0	-2%	0	-12%
COc1ccc2nc(SCC(=O)N3CCNC3=O)[nH]c2c1	9%	1%	-4%	2.5%	1%	-3	-1%	3	-12%
O=C(c1ccco1)c1cn[nH]c1-c1ccc(Cl)cc1O	5%	4%	-4%	-0.5%	-7%	3	0%	0	-5%
Cc1ccc(Cl)cc1-c1cc(C(=O)NCc2ccccc2)[nH]n1	x	-5%	x	x	x	-1	-3%	-4	x
C=CCNC(=O)c1ccc(CN(c2ccc(OCC)cc2)S(=O)(=O)c2ccc(C)cc2)cc1	5%	-28%	-1%	0.8%	-1%	-6	-4%	-1	-16%
CS(=O)(=O)c1cccc(S(=O)(=O)N2CCCCCC2)c1	-9%	-1%	2%	0.7%	-6%	7	-6%	-10	-19%
O=C(Cc1ccccc1)c1ccc(O)cc1	-11%	0%	-8%	x	9%[57.1 µM]	-3	7%	-5	-14%
CCOC(=O)C(NCc1ccccc1OC)(NC(C)=O)C(F)(F)F (stereo not drawn)	7%	0%	1%	0.6%	-6%	1	-5%	-10	-17%
CCOC(=O)c1c(C)[nH]c(C)c1S(=O)(=O)N1CCC(C(=O)Nc2ccc(C)c(N(C)C)c2)CC1	0%	2%	0%	5.9%	5%[57.1 µM]	2	-2%	-7	-22%
COc1cc(/C=N/Nc2cc(C)nc(NS(=O)(=O)c3ccccc3)n2)ccc1O	6%	-4%	u	1.1%	7%	1	5%	-5	-4%
Cc1ccc(C(=O)NNC(=O)Cn2ccc(C(F)(F)F)n2)o1	-1%	-3%	4%	1.8%	-8%	5	-3%	-6	-4%
CC(C)COc1nc2ccccc2nc1N1CCN(C)CC1	-10%	0%	-3%	-0.9%	3%	2	-6%	-1	-17%

Complete entries as entered above. Order of screens: mIDH1 inhibitor | Vif-A3G inh | Vif-A3F inh | RXFP1 agonist | TrxR1 substrate | PI4K2A inh | GRP78 ERSR act | LDHA inh | USP1 inh
Cc1ccc(Cl)cc1-c1cc(C(=O)NCc2ccccc2)[nH]n1 reads x | -5% | x | x | x | -1 | -3% | -4 | x
COc1ccc2nc(SCC(=O)N3CCNC3=O)[nH]c2c1 reads 9% | 1% | -4% | 2.5% | 1% | -3 | -1% | 3 | -12%

(continued)
SMILES	mIDH1 inhibitor	Vif-A3G inh	Vif-A3F inh	RXFP1 agonist	TrxR1 substrate	PI4K2A inh	GRP78 ERSR act	LDHA inh	USP1 inh
COC(=O)c1ccc(CSc2nc3cc(Cl)ccc3o2)cc1	0%	-1%	7%	-0.4%	9%	-3	-3%	-7	u
CCOC(=O)C1(C(F)(F)F)N=C(C(F)(F)F)Nc2ccccc21 (stereo not drawn)	4%	0%	-8%	1.7%	2%	0	-3%	0	u
CCOC(=O)c1sc2nc3c(cc2c1N)C(=O)CC(C)(C)C3	-8%	-2%	2%	0.1%	-1%	-3	-3%	-1	-17%
CC1(C)CC(=O)C=C(NCCN2CCN(C(=S)Nc3ccc(F)cc3)CC2)C1	2%	-1%	-1%	-1.0%	8%[57.1 µM]	3	-7%	-4	-7%
Cc1snnc1C(=O)NC(=S)Nc1ccccc1	5%	3%	u	-0.1%	-1%	-4	-2%	-17	-9%
CN(C)c1ccc(/C=C2\C=Cc3ccccc32)cc1Cl	x	-1%	x	x	-9%	x	7%	7	x
COc1ccccc1NC(=O)CCC(=O)Nc1ccccc1OC	-3%	-3%	1%	0.7%	1%	7	1%	-18&3	-3%
CCOC(=O)c1[nH]ncc1CN1CCCC(C(=O)c2cc(Cl)ccc2OC)C1 (stereo not drawn)	-3%	-3%	2%	2.6%	12%	-1	4%	1	-18%
Cc1nc(C(=O)NCC(=O)c2ccc(Cl)cc2)c(C(F)(F)F)o1	1%	-8%	0%	3.3%	9%	-1	-2%	-2	-20%
O=C(Nc1ccc(F)c(Cl)c1)C1CC2CCC1C2 (stereo not drawn)	26%	-1%	14%	x	-1%	-1	0%	-2	-10%
CN1CC=C2C(C#N)=C(N)C(C#N)(C#N)[C@H](c3ccoc3)[C@H]2C1	0%	1%	-1%	-1.7%	93%	-16	-6%	18	u
O=C(OCC#CCSc1nnc(-c2cccc3ccccc23)o1)c1cccs1	1%	-2%	4%	2.5%	34%&46%[activator]	3	0%	-4&1	-12%
COc1ccc(CNn2cnnc2)c(O)c1	0%	-3%	-9%	2.5%	5%	-1	-3%	1	-7%
CCC1(CC)Cc2ccccc2-c2nc(NN)[nH]c(=O)c21	13%	0%	-11%	0.5%	31%[activator]	1	5%	-5	-9%
O=C(CSc1nnc(-c2cccnc2)n1Cc1ccco1)NCc1ccc2c(c1)OCO2	6%	-5%	-3%	0.9%	5%[57.1 µM]	-1	-4%	-3	-10%
C#CCNC(=O)C1=C[C@@H](c2ccc(C(F)(F)F)cc2)C[C@@H](OCCCCO)O1	-3%[38.3 µM]	2%	2%	-0.6%	-6%	2	-4%	-1	-29%

At a glance, some entries already given.
SMILES	mIDH1 inhibitor	Vif-A3G inh	Vif-A3F inh	RXFP1 agonist	TrxR1 substrate	PI4K2A inh	GRP78 ERSR act	LDHA inh	USP1 inh
COc1ccccc1NC(=O)CCC(=O)Nc1ccccc1OC	-3%	-3%	1%	0.7%	1%	7	1%	-18&3	-3%
CCOC(=O)c1[nH]ncc1CN1CCCC(C(=O)c2cc(Cl)ccc2OC)C1 (stereo not drawn)	-3%	-3%	2%	2.6%	12%	-1	4%	1	-18%
Cc1nc(C(=O)NCC(=O)c2ccc(Cl)cc2)c(C(F)(F)F)o1	1%	-8%	0%	3.3%	9%	-1	-2%	-2	-20%
O=C(Nc1ccc(F)c(Cl)c1)C1CC2CCC1C2 (stereo not drawn)	26%	-1%	14%	x	-1%	-1	0%	-2	-10%
CN1CC=C2C(C#N)=C(N)C(C#N)(C#N)[C@H](c3ccoc3)[C@H]2C1	0%	1%	-1%	-1.7%	93%	-16	-6%	18	u
O=C(OCC#CCSc1nnc(-c2cccc3ccccc23)o1)c1cccs1	1%	-2%	4%	2.5%	34%&46%[activator]	3	0%	-4&1	-12%
COc1ccc(CNn2cnnc2)c(O)c1	0%	-3%	-9%	2.5%	5%	-1	-3%	1	-7%
CCC1(CC)Cc2ccccc2-c2nc(NN)[nH]c(=O)c21	13%	0%	-11%	0.5%	31%[activator]	1	5%	-5	-9%
O=C(CSc1nnc(-c2cccnc2)n1Cc1ccco1)NCc1ccc2c(c1)OCO2	6%	-5%	-3%	0.9%	5%[57.1 µM]	-1	-4%	-3	-10%
C#CCNC(=O)C1=C[C@@H](c2ccc(C(F)(F)F)cc2)C[C@@H](OCCCCO)O1	-3%[38.3 µM]	2%	2%	-0.6%	-6%	2	-4%	-1	-29%
